# S100A4 MyoIIA – inhibitors of S100A4-myosin IIA peptide binding, primary screen, biochemical, fluorescence polarization, TAMRA-MyoIIA peptide; Protein S100-A4 (Homo sapiens), P26447; inhibition, % at 10.7 µM; 0.14% of 360,000 active;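 active = mean inhibition of at least 70% across replicates, with every replicate also reaching that level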
# Target sequence (P26447 whole entry, looked up): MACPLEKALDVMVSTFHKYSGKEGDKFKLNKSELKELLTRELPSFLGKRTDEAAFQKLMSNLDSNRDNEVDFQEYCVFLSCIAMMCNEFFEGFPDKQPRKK
#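 Material: S100A4 monomer protein | Medium: HEPES pH 7.2 with CaCl2, KCl, NaCl, DTT, Triton | Reagent: Labelled myosin peptide probe, 5 nM | Doses: One dose per compound | Times: 5 min incubation before reading | Benchmarks: Neutral control DMSO, positive control TFP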
# RAD52 anneal inh – RAD52 DNA annealing inhibitors, primary screen, biochemical, FRET, single point, set 2. 0.46% of 360,000 active. DNA repair protein RAD52 homolog (Homo sapiens), P43351. inhibition, % at 18.7 µM. AID 651710, 2012. recombinant RAD52 DNA annealing, FRET fluorescence;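 active = every replicate showing at least 50% inhibition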
# EWS-Fli inh – EWS/Fli-driven NR0B1 reporter inhibitors, primary screen, A673 cells, NR0B1 luciferase, luminescence, MLPCN library; viability-normalised; inhibition, % at 12.6 µM; 0.67% of 350,000 active;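 active = mean inhibition of at least 50% after viability correction, with every replicate also passing that limit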;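 note: firefly luciferase signal divided by Alamar Blue viability fluorescence both relative to DMSO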
# RAD54 inh – inhibitors of human RAD54 branch migration, primary screen, biochemical, fluorescence, single point; inhibition, % at 10.4 µM; AID 602329, 2012; RAD54 Holliday junction branch migration, FAM/BHQ fluorescence; 0.14% of 360,000 active;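 active = mean normalized replicate activity at least 40 and at least half of replicates scoring 40 or more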;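 note: 0% = median of neutral control wells and 100% = median of positive control wells; inhibitors cause a drop in the FAM fluorescence signal; in these data hits start at about 50%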
# Target sequence (Q92698 whole entry, looked up): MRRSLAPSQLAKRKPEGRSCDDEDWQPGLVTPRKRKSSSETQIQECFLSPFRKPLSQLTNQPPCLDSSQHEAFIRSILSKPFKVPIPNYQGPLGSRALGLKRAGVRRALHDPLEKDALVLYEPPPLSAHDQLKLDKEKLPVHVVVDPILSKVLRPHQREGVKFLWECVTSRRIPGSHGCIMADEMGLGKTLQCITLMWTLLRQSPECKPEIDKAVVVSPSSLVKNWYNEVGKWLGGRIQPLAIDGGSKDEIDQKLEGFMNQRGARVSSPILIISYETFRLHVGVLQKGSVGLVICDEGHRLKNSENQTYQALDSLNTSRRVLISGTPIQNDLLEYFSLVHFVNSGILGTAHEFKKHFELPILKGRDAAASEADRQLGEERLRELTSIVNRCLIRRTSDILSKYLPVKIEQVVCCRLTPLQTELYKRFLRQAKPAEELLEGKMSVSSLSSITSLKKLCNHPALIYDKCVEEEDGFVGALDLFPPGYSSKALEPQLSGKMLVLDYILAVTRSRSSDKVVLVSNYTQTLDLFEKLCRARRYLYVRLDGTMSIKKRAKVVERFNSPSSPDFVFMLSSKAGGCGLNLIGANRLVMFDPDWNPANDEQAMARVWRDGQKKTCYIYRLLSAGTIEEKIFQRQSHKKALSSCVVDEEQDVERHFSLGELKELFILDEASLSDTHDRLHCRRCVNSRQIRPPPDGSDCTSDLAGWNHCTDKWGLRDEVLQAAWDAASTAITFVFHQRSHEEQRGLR
# esBAF inh – Bmi1 luciferase reporter increase in mESCs, primary screen, esBAF inhibitor project, mouse ES cells, Bmi1 luciferase knock-in, single point. 24 h; 100% = twice the neutral-well signal. reporter increase, % at 12.5 µM. 2% of 350,000 active. AID 602393, 2012; in the data active = activation above about 40%;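 note: 0% = median of the plate's neutral control wells and 100% = double that signal; a rise in the Bmi1 reporter signal indicates esBAF inhibition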
# E-sel inducer – E-selectin induction in HUVECs, primary screen, imaging, HUVEC, immunofluorescence imaging, single point | activation, % at 7.58 µM | AID 686992, 2013 | 0.37% of 260,000 active | normalized: neutral wells 0, TNF-alpha wells 100;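 active = mean E-selectin-positive cell signal at least 10% of the positive control, reached in at least 60% of replicates, without over 20% cell loss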;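 note: in these data hits start at about 27%; measured in HUVEC primary endothelial cells; signal is the percent of cells scored E-selectin positive by PE staining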
#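 Test system – human umbilical vein endothelial cells (HUVEC), E-selectin induction · Input – 3,000 HUVEC seeded per well · Buffer or medium – EGM-2, gelatin · Compound dosing – single-point compound dose · Detection – immunofluorescence imaging · Measure – percent E-selectin-positive cells · Controls – TNF-alpha high, DMSO low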
# FN deposit inh – inhibitors of fibronectin matrix deposition, primary screen, AH1F cells, Alexa488-fibronectin fluorescence, plate reader; AH1F fibroblasts, overnight; AID 743247, 2014; 0.086% of 350,000 active; inhibition, % at 12.6 µM;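 active = mean inhibition across replicates of 30% or more, regardless of how many single replicates reach that level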;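 note: positive control wells lacked labelled fibronectin entirely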
#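 Assay system: AH1F fibroblast monolayer, labelled fibronectin deposition. Amount: 10000 cells per well. Also added: labelled fibronectin 24 nM. Compound: single-point pinned compound. Incubation: cell attachment 1 h, compound and FN exposure overnight. Detection: fluorescence after three HBSS washes, excitation 485 nm, emission 525 nm. Read-out: inhibition of fibronectin deposition signal.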
# Xi reactivation – activators of inactive X chromosome reactivation, primary screen, imaging, XiGFP fibroblasts, GFP high-content imaging, set 2; activation, % at 7.58 µM; XiGFP mouse fibroblasts, % GFP-positive cells imaging, 3 d; cells co-treated with 5-aza-dC sensitizer; scaled so ellipticine positive control = 100%; 0.055% of 360,000 active; AID 743238, 2013;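 active = mean normalized replicate activation at least 10% and every replicate at or above 10%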;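 note: 0% = median of on-plate neutral control wells and 100% = ellipticine 6 µM median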
#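 Schedule: 3 d treatment, 15 min room-temperature fixation; system: 68-5-11 XiGFP fibroblast line; buffer or medium: DMEM plus 5-aza-dC sensitizer; control set: ellipticine 6 µM positive control; compound: one concentration, pinned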
# * = called active by the depositor; . = no result given.
SMILES,S100A4 MyoIIA,RAD52 anneal inh,EWS-Fli inh,RAD54 inh,esBAF inh,E-sel inducer,FN deposit inh,Xi reactivation
OC[C@H]1[C@H](c2ccc(C#CC3(O)CCCC3)cc2)[C@@H]2CN(Cc3cccnc3)CCCCN12,-17,-5,-13,9,.,-0.3,.,0.0
COc1cccc(-c2cnc3c(c2)C(=O)N([C@H](C)CO)C[C@@H](C)[C@H](CN(C)Cc2ccccc2)O3)c1,10,8,-10,-5,-4,-0.1,.,-1.2
Cc1[nH]c(=O)c(C#N)c(C)c1CCC(=O)NCc1cccc(C(F)(F)F)c1,-2,0,2,9,-5,-0.1,4,-0.1
CC(=O)N1[C@@H]2Cn3c(ccc(C4=CCCC4)c3=O)[C@H]1[C@@H](C(=O)NC1CCC1)[C@@H]2CO,-2,-5,1,7,1,-0.2,-7,0.0
CO[C@@H]1CN(C)C(=O)c2cc(NC(=O)C3CC3)ccc2OC[C@@H](C)N(C(=O)Cc2ccccn2)C[C@H]1C,-3,-14,9,-3,-5,-0.1,-13,0.1
COc1ccc(C)cc1NC(=O)C1CCN(C(=O)Cc2ccccc2)CC1,0,-15,-7,.,.,0.4,-3,-0.2
COC(=O)C[C@@H]1C[C@@H]2c3cc(NC(=O)CC4CC4)ccc3O[C@@H]2[C@H](CO)O1,-24,-13,1,10,0,0.3,-7,0.1
COc1ccccc1C(=O)N/N=C1/NC(=O)CC(C(=O)Nc2ccccc2)S1 (configuration not stated),1,-20,0,.,.,.,-12,-0.1
CC(=O)NC1C(=O)N=C(SCC(=O)Nc2sc3c(c2C#N)CCCCCC3)NC1=O (configuration not stated),-6,-6,-4,.,.,6.4,-4,0.0
COC(=O)[C@H]1C[C@@H]1[C@H](NC(=O)c1cc(C)on1)c1ccccc1,0,-9,-12,8,1,-0.3,-8,0.1
CCOC(=O)CC(=O)CSc1nc2c(sc(=S)n2-c2ccc(C)c(C)c2)c(=O)[nH]1,-11,-22,6,-15,-5,0.1,-8,0.0
O=C(NCc1cccc(C(F)(F)F)c1)c1ccc2nc([C@@H]3O[C@H](CO)[C@@H](O)[C@H]3O)[nH]c2c1,0,0,2,-4,1,0.0,-4,0.3
O=C(C1CCOCC1)N1CC(=O)N2[C@H](CO)[C@H](c3ccc(C#CC4CC4)cc3)[C@@H]2C1,7,-5,5,.,.,-0.1,-1,0.2
O=C1C=C(NCCc2ccccc2)C2(CCCCC2)O1,2,1,0,.,.,.,-25,0.0
CCN(CC(=O)Nc1ccc(NC(C)=O)cc1)C(=O)c1ccc(N2CCC(C)CC2)c([N+](=O)[O-])c1,1,3,1,-10,3,-0.9,3,-0.6
Cc1noc(C)c1NC(=O)Nc1cccc2c1O[C@@H](CN(C)C(=O)Nc1ccccc1)[C@@H](C)CN([C@@H](C)CO)C2=O,-12,3,-2,-3,-3,-3.3,.,-1.3
C[C@@H]1CN([C@H](C)CO)S(=O)(=O)c2ccc(C#CCC3CCCC3)cc2O[C@@H]1CN(C)C,-16,6,19,10,0,-0.1,11,-1.1
CN1c2ccc(C#Cc3cccnc3)cc2[C@H]2[C@H](CCN2S(=O)(=O)c2cccc(F)c2)[C@@H]1CO,-6,-12,10,-5,1,1.0,-9,0.1
COC(=O)c1ccc(OCCCCN(C)Cc2ccccc2)cc1,0,0,7,-3,0,0.1,-1,0.0
Cc1ccc(/C=C2\SC(N3CCCC3)=NC2=O)cc1,12,-6,-18,.,.,-0.1,4,0.0
NS(=O)(=O)c1cccc(NC(=O)CSc2nc3nc(-c4cccs4)cc(C(F)(F)F)c3c(=O)[nH]2)c1,2,-19,-8,-10,.,0.1,-4,0.0
O=C(c1ccccn1)N1CCCC(N2CCN(c3ccccc3)CC2)C1 (configuration not stated),1,-3,-8,-2,3,.,-18,0.1
Cn1cnc(CCNC(=O)C[C@H]2CC[C@@H]3[C@H](COC[C@@H](O)CN3C(=O)Nc3ccc(C(F)(F)F)cc3)O2)c1,2,-8,3,3,6,-0.2,0,0.1
CN(Cc1ccccc1)C(=O)C1CCN(S(=O)(=O)c2cccc3nonc23)CC1,-2,-27,5,3,5,.,6,-0.1
Cc1ccc(S(=O)(=O)N(C)C[C@H]2OCCCC[C@H](C)Oc3ccc(NC(=O)Cc4ccccc4)cc3C(=O)N([C@@H](C)CO)C[C@H]2C)cc1,-4,10,1,-8,-2,.,-1,0.1
CC(C)(CNC(=O)c1ccc(S(=O)(=O)Nc2ccccc2F)cc1)N1CCOCC1,-2,1,-1,-2,-3,-0.1,-7,0.4
CC(C)CN(C(=O)CSc1nnnn1-c1ccccc1)c1c(N)n(CC(C)C)c(=O)[nH]c1=O,-8,-27,-6,.,.,.,-6,0.0
Cc1occc1-c1nnc(SCC(N)=O)o1,1,-11,1,0,.,-0.1,2,.
COc1cc(C(O)c2nc(-c3cccs3)cs2)ccc1F (configuration not stated),-5,-18,-3,-2,4,0.4,11,-0.1
CSc1ncccc1C(=O)OCC(=O)N(C)C,1,-13,-2,.,.,.,.,-0.1
CCC(C)(O)C(=O)N[C@H]1CCCN1C(=O)/C=C/c1ccccc1 (some centres not stated),-1,6,-3,11,0,-0.2,-6,0.2
CN1CCN(C(=O)c2cc(Cl)cc(Cl)c2)CC1,1,-6,-1,7,-3,-1.2,9,0.1
N#C[C@H]1[C@@H](c2ccc(-c3cccnc3)cc2)[C@@H](CO)N1C(=O)C1CCOCC1,-2,-18,-9,8,-2,0.2,6,-0.1
CCN(CC)C(=O)Oc1ccc2oc(=O)cc(-c3cc4cccc(OC)c4o3)c2c1,3,-13,13,-5,-5,.,-6,0.0
COCC#Cc1cnc2c(c1)C(=O)N([C@@H](C)CO)C[C@H](C)[C@@H](CN(C)S(C)(=O)=O)O2,-4,-6,0,-8,1,-0.2,.,0.0
Cc1ccc(COC(=O)Cc2coc3cc(O)ccc23)cc1,-5,-17,19,12,-5,0.2,-1,0.2
CN(CCc1cn[nH]c1)Cc1nc(Cc2ccccc2)no1,-2,-18,-2,-2,-2,.,-13,0.0
Cc1ccc(/C=C/c2onc(C)c2S(=O)(=O)N2CCC(C(=O)N3CCCCC3)CC2)cc1,21,3,-1,-3,12,.,-17,0.0
CCC(=O)N(C)C[C@@H]1Oc2cc(-c3ccccc3OC)ccc2S(=O)(=O)N([C@@H](C)CO)C[C@@H]1C,4,3,-9,-10,-4,0.0,.,-1.8
C[C@H](CO)N1C[C@H](C)[C@@H](CN(C)C(=O)NC2CCCCC2)Oc2ccc(NC(=O)Nc3ccc4c(c3)OCO4)cc2C1=O,8,-4,-25,2,2,-0.1,.,-0.6
Cc1cc(Sc2ccc([N+](=O)[O-])cn2)ccc1Br,1,-3,0,.,.,0.3,-16,0.0
O=C(CN1C(=O)/C(=C/c2cccc(Br)c2)SC1=S)N1CCCC1,1,-18,-1,.,.,-0.2,2,0.1
O=C(C[C@H]1C[C@H]2c3cc(NC(=O)CC4CC4)ccc3O[C@H]2[C@H](CO)O1)NCCN1CCCCC1,-5,-3,-7,13,2,0.4,-24,0.5
CCC(=O)N1Cc2cc(C(=O)N(C)C)nc(-c3cccc(-c4cncnc4)c3)c2[C@@H]1CCO,-3,-5,-3,.,.,0.1,0,0.1
C=CCOC(=O)[C@H]1[C@@H]2C(=O)O[C@@H](c3ccccc3)[C@@H](c3ccccc3)N2[C@@H](c2ccc(OCCOC(=O)[C@H]3C[C@H]4C(=O)N5CCC[C@H]5C(=O)N4[C@H]3c3cccc(OCCO)c3)cc2)[C@]12C(=O)Nc1ccccc12,25,-8,0,-3,.,.,.,.
Cc1cc(C(=O)Nc2cccc3c2O[C@H](CN(C)Cc2ccc(Cl)c(Cl)c2)[C@H](C)CN([C@@H](C)CO)C3=O)n(C)n1,6,5,-9,-7,-3,-4.4,1,-0.1
COc1ccc(-c2ccc([C@@H]3[C@@H](CO)N(C(=O)NC(C)C)[C@H]3C#N)cc2)cc1,11,-12,-7,11,1,0.0,5,-0.1
CNS(=O)(=O)c1cccc(C(=O)OCC(=O)c2ccc3c(c2)OCCO3)c1,-3,-6,36,-9,-35,.,.,-0.1
CCN(C(=O)COC(=O)C1CCC(C(C)(C)C)CC1)c1c(N)n(Cc2ccccc2)c(=O)[nH]c1=O (configuration not stated),1,-8,26,-6,-7,-1.7,-4,0.0
O=C(Cc1ccccc1Cl)c1ccccc1,-1,4,2,0,6,.,6,-0.2
CCN(Cc1ccccc1)S(=O)(=O)c1cc(C(=O)OC)n(C)c1,3,-9,2,-1,-46,0.0,-14,0.3
COc1cc2c(cc1OC)CN(C(=O)[C@H]1[C@@H]3C(=O)O[C@@H](c4ccccc4)[C@@H](c4ccccc4)N3[C@@H](c3ccccc3OCCO)[C@]13C(=O)Nc1ccc(C#CC4(O)CCCCCC4)cc13)CC2,9,-2,20,2,.,.,.,.
NC(=O)C1CCN(C(=O)CSc2nc3ccccc3[nH]2)CC1,3,-8,.,-3,-11,.,.,.
O=C(NCC[C@H]1CC[C@H](NS(=O)(=O)c2ccc(Cl)cc2)[C@@H](CO)O1)c1ccc2c(c1)OCO2,-24,-13,.,-4,-5,-1.9,.,-0.3
CC(C)(C)S(=O)N1Cc2ccc(CO)cc2[C@@H]1CCO (some centres not stated),-6,-5,10,-26,-3,.,8,-0.2
CCC(C)C(=O)OC1CCC=C2C=CC(C)C(CCC3CC(O)CC(=O)O3)C21 (configuration not stated),-5,-16,11,.,.,6.0,-3,0.6
O=C(CSc1nnnn1-c1cccc(O)c1)NC1CC1,6,-5,.,-3,-3,.,-1,0.2
COC(=O)c1ccc(CNC(=O)c2ccc3c(c2)OCCO3)cc1,1,-54,-1,.,15,0.2,4,0.2
O=C1CN(S(=O)(=O)c2ccccc2)C[C@@H]2[C@@H](c3ccc(Br)cc3)[C@@H](CO)N12,31,-11,6,.,.,-0.4,.,0.0
CCOC(=O)C1CCCN(CCC(=O)Nc2ccc(Br)c(C)c2)C1 (configuration not stated),1,-1,5,-2,8,0.2,-4,0.3
C[C@H](CO)N1C[C@H](C)[C@H](CN(C)S(=O)(=O)c2cccc(C#N)c2)OCc2ccccc2-c2c(n(C)c3ccccc23)C1=O,-9,28,6,2,6,0.1,-7,-0.2

# Taken from above:
# Entry of `Cn1cnc(CCNC(=O)C[C@H]2CC[C@@H]3[C@H](COC[C@@H](O)CN3C(=O)Nc3ccc(C(F)(F)F)cc3)O2)c1` in S100A4 MyoIIA: 2
# Entry of `O=C(Cc1ccccc1Cl)c1ccccc1` in S100A4 MyoIIA: -1
# Entry of `CC(C)(C)S(=O)N1Cc2ccc(CO)cc2[C@@H]1CCO` (some centres not stated) in S100A4 MyoIIA: -6
